Assay outcomes as filed in PubChem BioAssay.
FadD28 binding: blocks FadD28 binding to the bisubstrate probe | actives 0.22% (n = 360,000) | fluorescence polarization | inhibition, % at 12.5 µM; in the data active = inhibition above about 8.5%, passing the limit was not always enough; inconclusive = no clear call, values can overlap the other calls
Rv3671c protease: inhibits the M. tuberculosis serine protease Rv3671c; P9WHR9; inhibition, % at 5.96 µM; actives 0.048% (n = 320,000); AID 2606; in the data active = inhibition above about 38%;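 note: extracellular domain of Rv3671c used as enzyme; 0% = enzyme with DMSO and 100% = no enzyme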
UGM FP inh: blocks M. tuberculosis UGM enzyme. inhibition, % at 10 µM. purified UGM, fluorescence polarization probe displacement. actives 0.06% (n = 320,000). AID 504406. P9WIQ1; in the data active = inhibition above about 10%, passing the limit was not always enough; inconclusive = no clear call, values can overlap the other calls
Target sequence (P9WIQ1 whole entry, looked up): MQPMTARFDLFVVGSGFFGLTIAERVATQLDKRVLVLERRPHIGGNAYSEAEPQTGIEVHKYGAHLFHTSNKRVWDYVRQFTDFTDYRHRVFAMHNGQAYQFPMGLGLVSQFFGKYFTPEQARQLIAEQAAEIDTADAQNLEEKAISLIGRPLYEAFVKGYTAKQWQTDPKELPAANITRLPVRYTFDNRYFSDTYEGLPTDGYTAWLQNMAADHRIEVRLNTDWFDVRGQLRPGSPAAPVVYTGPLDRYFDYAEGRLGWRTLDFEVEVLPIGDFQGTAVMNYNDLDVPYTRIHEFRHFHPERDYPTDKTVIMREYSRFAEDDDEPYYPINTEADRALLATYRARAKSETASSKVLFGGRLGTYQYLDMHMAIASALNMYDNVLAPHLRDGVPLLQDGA
GDH-TPI inh: GDH-TPI coupled enzyme inhibition counter-screen | AID 588335 | inhibition, % at 4.8 µM | actives 1.2% (n = 360,000) | GDH-TPI coupled enzyme counterscreen, NADH absorbance; in the data active = inhibition above about 30%;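 note: 0% = DMSO wells and 100% = wells lacking the enzyme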
MazF activator: MazEF (E. coli) toxin RNase activation; P0AE70; FAM/BHQ RNA-DNA oligo cleavage fluorescence, 5 h; activation, % at 20 µM; actives 0.32% (n = 350,000); in the data active = activation above about 50%
Target sequence (P0AE70 whole entry, looked up): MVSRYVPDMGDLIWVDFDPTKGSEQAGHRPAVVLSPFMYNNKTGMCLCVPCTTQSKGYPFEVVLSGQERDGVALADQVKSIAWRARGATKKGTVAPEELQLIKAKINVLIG
Mtb FBA inh: inhibits M. tuberculosis FBA enzyme. purified M. tuberculosis FBA, fluorescence read-out. inhibition, % at 1 µM. actives 2.3% (n = 360,000). AID 588726; in the data active = inhibition above about 27%;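 note: 0% = vehicle and 100% = reference inhibitor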
Target sequence (P9WQA3 whole entry, looked up): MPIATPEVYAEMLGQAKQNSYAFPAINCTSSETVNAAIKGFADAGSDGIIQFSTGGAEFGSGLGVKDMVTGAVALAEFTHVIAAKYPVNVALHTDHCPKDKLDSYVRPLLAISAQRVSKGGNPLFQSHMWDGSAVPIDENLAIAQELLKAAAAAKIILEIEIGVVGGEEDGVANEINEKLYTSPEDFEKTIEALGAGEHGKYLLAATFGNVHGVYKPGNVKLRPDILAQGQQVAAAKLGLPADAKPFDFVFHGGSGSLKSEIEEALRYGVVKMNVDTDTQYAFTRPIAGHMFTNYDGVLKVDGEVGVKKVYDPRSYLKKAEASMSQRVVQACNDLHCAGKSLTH
Mtb BioA inh: BioA (M. tuberculosis) enzyme inhibition; purified M. tuberculosis BioA enzyme, plate reader; inhibition, % at 9.99 µM; actives 0.096% (n = 360,000); in the data active = inhibition above about 40%; inconclusive = no clear call, values can overlap the other calls
BoNT F protease: inhibitors of Botulinum neurotoxin F light chain protease; Multiplex microsphere protease cleavage assay, flow cytometry; inhibition, % at 10 µM; actives 0.22% (n = 360,000); in the data active = inhibition above about 35%, passing the limit was not always enough; inconclusive = no clear call, values can overlap the other calls; note: plate controls were buffer without enzyme for full effect and enzyme alone for no effect
PrPC TRFRET: inhibitors of human cell surface prion protein PrPC | actives 0.43% (n = 370,000) | P04156 | inhibition, % at 13.8 µM | TR-FRET read-out; in the data active = inhibition above about 24%; note: 0% = median of the test wells and 100% = reference compound wells
* marks the source's active call; other numbers are inactive results; u = inconclusive; x = no result given; & = joins results of further samples.

SMILES	FadD28 binding	Rv3671c protease	UGM FP inh	GDH-TPI inh	MazF activator	Mtb FBA inh	Mtb BioA inh	BoNT F protease	PrPC TRFRET
COc1ccc(N(C(=O)c2snc(C(N)=O)c2N)C(C(=O)NC2CCCC2)c2ccc(C)o2)c(OC)c1 (stereo not given)	-1.5	14	-3.5	8	146*	2	-1.9	-23	-18
CN(c1ccccc1)S(=O)(=O)c1cc(C(=O)c2nccn2C)ccc1Cl	2.4	-2	0.4	7	-1	-1	1.7	-6	0
COc1ccc(-c2ccc(C(C)=O)cc2)cc1[C@H]1[C@H]2C=CC[C@@H](C)[C@@H]2C(=O)N1Cc1ccccc1	-5.5	-7	-1.0	-5	-5	3	-1.7	-3	-3
CC(=O)Nc1cccc(NC(=O)c2c(-c3ccccc3)noc2C)c1	-1.9	8	-1.2	16	8	-1	2.0	-12	-7
COc1ccc(Cc2nnc(NC(=O)C3CCN(C(=O)c4ccco4)CC3)s2)cc1	-0.8	4	0.8	-4	5	-1	-2.4	-7	6
Cn1nc(C(=O)Nc2ccc(S(=O)(=O)N3CCOCC3)cc2)c2ccccc2c1=O	-2.4	-2	-0.1	1	8	1	x	2	-5
CCC(c1nnnn1Cc1ccco1)N(CCN1CCOCC1)Cc1cc2cc(C)ccc2[nH]c1=O (stereo not given)	-1.8	10	-0.4	16	2	15	0.6	9	2
O=C(Nc1ccc(C(=O)NCc2ccc(F)cc2)cc1)C1=CSCCO1	-2.5	-11	2.1	4	-7	2	2.0	-6	-9
Cc1cc(OCC(O)CN)ccc1Cl (stereo not given)	-1.6	6	2.0	4	5	3	x	-6	0
Cn1ncc(C(=O)N=S(C)(=O)c2ccccc2)c1[N+](=O)[O-] (stereo not given)	0.6	-7	2.9	-4	-5	1	x	x	10
COCCNC(=S)Nc1cc(S(=O)(=O)N2CCOCC2)ccc1N1CCCCC1	0.0	6	-2.5	7	4	1	x	-2	-5
O=C(C1CCN(S(=O)(=O)c2cccc3nsnc23)CC1)N1CCn2c1nc1ccccc12	-2.2	-3	0.7	7	-7	0	1.7	5	x
CCn1cc(S(=O)(=O)Nc2cc(C)ccc2F)cn1	-1.3	-18	-2.2	0	3	-2	-1.5	-4	5
COc1ccc(N2C(=O)C3CCCN3C2c2cccs2)cc1 (stereo not given)	-0.2	5	1.6	8	3	1	-0.1	-8	5
Cc1cccc(NC(=O)C2CCCN2/C=C/C(=O)C(F)(F)F)c1C (stereo not given)	-2.8	-11	-0.3	27	7	1	x	-4	-2
Cc1cc(C)c2sc(NNC(=O)C3COc4ccccc4O3)nc2c1 (stereo not given)	-1.3	8	0.1	-4	1	-2	-0.1	-10	5
O=C(COC(=O)c1cnccn1)NCc1ccc2c(c1)OCO2	-3.2	1	-3.8	-5	-1	0	x	0	-7
CCCCC(=O)NC(c1ccc(OC)c(OC)c1)c1ccc2cccnc2c1O (stereo not given)	-1.2	x	x	8	7	0	-2.1	u	29*
Cc1cc(NC(=O)CCCn2cc([N+](=O)[O-])cn2)n(Cc2ccc(F)cc2)n1	-0.4	7	-1.1	1	7	0	x	-2	0
CC(=O)Nc1ccc(NC(=O)c2ccccc2Sc2ccc([N+](=O)[O-])cc2Cl)cc1	-2.5	0	-0.8	13	2	1	-0.1	-3	-11
O=C(NCCc1ccccc1)Oc1ccc(Cl)cc1	-2.6	7	-0.1	-5	12	1	x	4	8
CN(CCCC1CCCC1)C(=O)c1cc(COc2ccc(F)c(F)c2)on1	0.7	-1	0.9	-1	-5	0	-1.1	5	7
Cc1onc(-c2ccccc2)c1C(=O)NC(C)C	0.9	1	-1.8	-3	14	1	-2.3	10	-2
COCC(C)NCc1ccccc1C (stereo not given)	-2.6	8	1.4	4	0	2	0.6	5	-2
CCCCCCC(O)(c1ccc(OC)cc1)C(CN1CCOCC1)c1ccccc1 (stereo not given)	-1.2	x	1.7	3	-21	0	-2.6	-12	12
CCO[C@@H]1OC(C(=O)O)=C[C@H](c2cn(C(C)=O)c3ccccc23)[C@H]1CCCO	-0.7	-1	0.2	14	5	8	1.8	-7	-8
CCOc1ccc2cc(C3CC(c4ccco4)=NN3S(C)(=O)=O)c(Cl)nc2c1 (stereo not given)	-8.1	-7	-2.2	12	-2	3	x	-2	-5
Cc1cccc(CCNC(=O)c2cccc(NC3=NC4CS(=O)(=O)CC4S3)c2)c1 (stereo not given)	-5.1	-2	0.9	-9	4	-1	0.4	6	6
COC(=O)NC1(C(F)(F)F)C(=O)NC(C)=C1C(=O)OC (stereo not given)	0.4	1	0.3	8	-2	4	-3.5	3	2
O=C(C(=O)N1CCN(C(=O)c2ccco2)CC1)c1c[nH]c2ccccc12	-0.4	8	-0.9	3	-5	1	x	-1	5
CCC(C)(C(=O)NC1CCCC1)N(C(=O)CNC(C)=O)c1ccc(C)cc1 (stereo not given)	0.9	3	-2.5	10	3	1	-0.6	-11	8
Cc1ccc(NC(=O)CCc2ccc(S(=O)(=O)N3CCOCC3)cc2)c(C)c1	-0.7	0	-2.1	10	10	-3	-1.7	3	5
CCOc1ccc(/C(O)=C2/C(=O)C(=O)N(c3ccccn3)C2c2ccc(Cl)cc2)c(C)c1 (stereo not given)	-6.5	x	-0.7	12	0	1	-1.2	-2	14
Cc1cc2c(cc1C)/C(=N/NC(=O)c1ccccn1)CCC2	-1.1	-1	-3.5	12	10	-3	0.6	-1	0
COc1ccc(N2C3=C(CC4=C2CC(C)(C)CC4=O)C(=O)CC(C)(C)C3)cc1	-1.3	-17	0.0	9	-1	4	2.3	-1	-3
OC(C#CCN1CCCCCC1)(c1ccccc1)c1cccnc1 (stereo not given)	-1.2	1	1.1	-4	1	-2	x	u	-3
CCOc1ccc(NC(=O)N2CCC(NC(=O)C(Cc3ccccc3OC)NC(C)=O)CC2)cc1 (stereo not given)	1.4	2	-1.3	2	4	0	-1.7	8	-3
CCCCn1c(SCC(=O)N(CC)C2CCS(=O)(=O)C2)nc2cc(S(N)(=O)=O)ccc21 (stereo not given)	-1.9	19	-0.1	6	12	3	x	-13	1
Cc1ccc(/C=N/NC(=O)c2cc(C)oc2C)cc1	-2.6	-2	0.4	6	1	0	1.0	x	0
Cc1ccc(S(=O)(=O)O/N=C2\CCCc3ccccc32)cc1	-0.9	1	0.9	-6	-10	0	2.1	-4	6
O=C(OC1CCOC1=O)c1ccc(NS(=O)(=O)c2cccs2)cc1 (stereo not given)	-2.2	-3	x	1	-2	0	-1.4	-4	-1
CCN1C(=O)/C(=C/c2cnn(CC)c2C)SC1=S	0.5	-6	-2.5	12	21	-2	x	-8	8
COc1ccc(C(C)NC(=O)c2ccc([N+](=O)[O-])cc2)cc1OC (stereo not given)	-2.4	-6	4.8	-2	7	-2	-0.7	1	-21
COCCOC(=O)c1c(C)oc2ccc(OCc3cc(C(=O)OC)oc3C)cc12	-1.4	-9	0.3	7	-8	4	1.9&-1.6	9	-5
Cc1c(NC(=S)NC(NC(=O)CC(C)C)C(Cl)(Cl)Cl)c(=O)n(-c2ccccc2)n1C (stereo not given)	-1.8	-11	0.4	7	-1	-3	-1.0	1	-4
Cc1cc(C)c(S(=O)(=O)c2ccccc2F)c(=O)[nH]1	-0.4	-3	-1.7	10	-1	0	-1.7	-16	1
CCOc1cc(N2CCOCC2)c(OCC)cc1NC(=O)CN1C(=O)N(C)C2(CCCCC2)C1=O	-2.0	-3	-3.9	-4	3	1	0.8	2	7
O=C(COC(=O)c1cccc(S(=O)(=O)N2CCCC2)c1)Nc1ccccc1Cl	1.8	x	x	-1	2	5	1.0	x	-1
O=C(NCc1ccncc1)c1cn(-c2ccccc2)nc1-c1cccnc1	-1.2	-3	1.9	-1	6	7	x	-1	-2
N#Cc1ccc(C(=O)Nc2nc(-c3cccs3)c(C(=O)C(F)(F)F)s2)cc1	-5.6	-2	1.1	6	6	-3	-1.1	-1	0
Cc1nnc(SCCn2c(N3CCCCC3)nc3c2c(=O)n(C)c(=O)n3C)s1	-3.5	-12	-0.5	3	3	1	-0.3	13	-5
CCN(CC)C(=O)Cn1cc(S(=O)(=O)CC(=O)NCc2ccc(F)cc2)c2ccccc21	-1.2	-1	-2.2	2	1	6	1.0	5	-8
CC1CC(C)CN(C(=O)COC(=O)c2cc3ccccc3cc2O)C1 (stereo not given)	-1.0	-5	1.4	16	2	3	-1.0	-4	1
CC[C@@H]1C=C(C(=O)O)[C@H](c2ccc(C#N)cc2)N1S(=O)(=O)c1ccc(C)cc1	-3.7	-2	x	-7	10	-2	0.3	1	2
Clc1ccc(-c2csc(-c3ccncc3)n2)cc1	-3.5	5	-2.0	1	2	5	-1.1	1	-7
CCCCN(CCCC)C(=S)NC(=O)C(C)(C)C	-0.8	0	-0.8	0	-9	-1	-0.7	-4	4
COCCCNc1nc2c(c(=O)[nH]c(=O)n2C)n1CC(O)COc1ccccc1 (stereo not given)	-0.2	0	0.2	1	-3	0	-1.5	-1	5
CCOC(=O)c1sc(NC(=O)c2cc(-c3ccccc3)nc3ccccc23)c(C#N)c1C	-1.5	-4	-4.3	-2	-5	0	1.2	14	3
CNCC[C@@H](Oc1ccccc1C)c1ccccc1	-1.3	-7	2.9	7	3	-2	2.4	-7	-4
Cc1cnc(SCc2ccc(Cl)cc2Cl)[nH]c1=O	-0.8	2	-1.7	8	1	0	x	-3	0
(further entries)
SMILES	FadD28 binding	Rv3671c protease	UGM FP inh	GDH-TPI inh	MazF activator	Mtb FBA inh	Mtb BioA inh	BoNT F protease	PrPC TRFRET
O=C(NC1CCCCC1)c1ccccc1C(F)(F)F	-0.4	1	-1.1	-2	0	-1	x	15	0
CC(=O)c1ccc(N2CCN(C(=O)CCCn3c(=O)[nH]c4ccc(Br)cc4c3=O)CC2)cc1	-4.0	2	4.4	32*	-1	-2	x	-7	-5
CN1CCN(C(=O)C2CCN(S(=O)(=O)c3ccccc3[N+](=O)[O-])CC2)CC1	x	-1	6.0	6	-4	-1	-1.8	7	-4
COC(=O)c1cccc([N+](=O)[O-])c1CN1CCCC(C(N)=O)C1 (stereo not given)	-0.5	5	1.3	2	6	26	x	-1	1
Cc1cccc(C(=O)OCC(=O)NCc2ccco2)c1	-0.9	-1	-0.5	-4	14	0	-0.3	5	-3
COC(=O)c1ccc(NC(=S)NC(=O)c2cc(-c3ccccc3)nc3ccccc23)cc1	-3.9	-41	0.2	28	-3	16	-0.3	-19	-2
CCC(C)CCN1C(N(C)C)=NC[C@@H]1CC(C)C (stereo not given in full)	-2.6	-7	-0.3	7	-1	2	-2.2	1	10
COc1ccc(N2CCN(C(=O)COC(=O)c3ccco3)CC2)cc1	-0.8	-2	-1.0	5	-1	0	0.5	-7	1
COc1ccc(-c2n[nH]c(=S)nc2-c2ccc(OC)cc2)cc1	-0.4	-6	-2.8	11	4	0	0.8	4	-17
Cc1ccc2c(c1)C1C[N+](C)(CC(=O)Nc3ccccc3Cl)CCC1N2C(=O)c1ccccc1Cl (stereo not given)	-2.9	-3	1.1	1	26	0	3.7	-14	-2
S=c1[nH]c2ccc(Cc3ccc4[nH]c(=S)[nH]c4c3)cc2[nH]1	-3.8	-5	-2.2	3	8	-1	-2.6	-27	5

Seven entries picked at random from those above, as already listed:
SMILES	FadD28 binding	Rv3671c protease	UGM FP inh	GDH-TPI inh	MazF activator	Mtb FBA inh	Mtb BioA inh	BoNT F protease	PrPC TRFRET
Cc1cccc(C(=O)OCC(=O)NCc2ccco2)c1	-0.9	-1	-0.5	-4	14	0	-0.3	5	-3
S=c1[nH]c2ccc(Cc3ccc4[nH]c(=S)[nH]c4c3)cc2[nH]1	-3.8	-5	-2.2	3	8	-1	-2.6	-27	5
O=C(NC1CCCCC1)c1ccccc1C(F)(F)F	-0.4	1	-1.1	-2	0	-1	x	15	0
CCC(C)CCN1C(N(C)C)=NC[C@@H]1CC(C)C (stereo not given in full)	-2.6	-7	-0.3	7	-1	2	-2.2	1	10
CC(=O)c1ccc(N2CCN(C(=O)CCCn3c(=O)[nH]c4ccc(Br)cc4c3=O)CC2)cc1	-4.0	2	4.4	32*	-1	-2	x	-7	-5
CN1CCN(C(=O)C2CCN(S(=O)(=O)c3ccccc3[N+](=O)[O-])CC2)CC1	x	-1	6.0	6	-4	-1	-1.8	7	-4
COc1ccc(-c2n[nH]c(=S)nc2-c2ccc(OC)cc2)cc1	-0.4	-6	-2.8	11	4	0	0.8	4	-17
